p53ts 39C kill = cytotoxicity in p53ts cells at nonpermissive temperature; H1299-p53A138V viability at 39C, ATP luminescence, 24 h; Potency, µM (doses to about 46.1 µM), for the others: at the top dose activity change, negative = cell killing, usual class: cytotoxic; 130,000 compounds, 1.5% hits; AID 902; note: nearly all actives have a fitted effect of over 55% in size
p53ts 32C kill = kills p53ts cells at the permissive temperature | H1299-p53A138V at 32C, ATP luminescence viability, 24 h | Potency, µM (doses to about 46.1 µM), for inactives: at the top dose activity change, negative = cytotoxicity, usual class: cytotoxic | 130,000 compounds, 0.93% hits;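 note: 0% = DMSO and -100% = full killing by reference compound; nearly all actives have a fitted effect of over 55% in size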
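ATP-content luminescence (ATPlite) read-out after 24 h compound exposure at 32C in H1299-p53A138V cells (600/well). Tested up to 46 uM. Normalized to DMSO (0%) and 100 uM tamoxifen (100% killing); Hill-fit AC50.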
Peg3 imprint = induces erasure of genomic imprints in mouse ES cells | mouse ES Peg3-LacZ reporter, beta-gal luminescence, 40 h | Potency, µM (titrated, usually from 60.7 µM), for inactives: at the highest dose activity change, positive = activation, actives largely listed as activators | 110,000 compounds, 0.02% hits;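 note: 0% = negative control wells on the plate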
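Each well holds 300 Peg3LacZ-Neo (maternal) female ES cells incubated 40 h at 37C, 5% CO2. LacZ is measured by BetaGlo luminescence, with AC50 and maximum efficacy derived from dose-response curves.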
IkB sig inh = suppresses IkB signaling in ABC-DLBCL reporter cells. 110,000 compounds, 0.04% hits. Potency, µM (series often up to 57.1 µM), without a hit: top-dose IkBa stabilization activation. AID 445. ABC-DLBCL IkBa-CBG/CBR dual luciferase ratio, 4 h; response scale: scaled: untreated 0%, proteasome inhibitor 100%; active = well fitted curve in the direction sought with a large enough effect in the signal ratio, not every such curve was filed as active; inconclusive = small, poorly fitted or top-dose-only effect, or a change in a side signal; the % refers to the signal ratio;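 note: the direction sought is a rising ratio; 0% = basal untreated cells and 100% = reference inhibitor full response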
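Luminescence ratio of IκBα-fused green versus native red beetle luciferase in OCI-Ly3 cells, 4 h post-doxycycline with compound; red signal alone, scaled from basal (0%) to zero light (-100%), flagged nonspecific or cytotoxic effects.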
Active calls of the source: *; ? = inconclusive; · = not tested or not shown; [ ] = another dose, or the depositor's remark. Unless noted, calls come from the whole dose curve; as a rule, active = well fitted curve in the direction sought with a large enough effect; inconclusive = small, poorly fitted or top-dose-only effect, or another doubt; inactive = no such curve, though single readings can be large; an effect the other way counts as inactive or inconclusive. Unless noted, % is set by controls: 0 for no effect and ±100 for the full control effect; potency is the fitted concentration of half-maximal effect.

SMILES	p53ts 39C kill	p53ts 32C kill	Peg3 imprint	IkB sig inh
Cc1ccc(CN(C(=O)c2ccc(C(C)(C)C)cc2)c2ccccn2)o1	?	-15%	-14%[10.9 µM]	?
CCOC(=O)c1ccc(N(CC(=O)NC2CCCC2)C(=O)CNC(=O)c2ccco2)cc1	3%	9%	·	2.4%
CC(C)CC1(C(=O)O)NC(c2ccccc2O)C2C(=O)N(C(C)C)C(=O)C21 (stereo not drawn)	10%	1%	-3%	1.2%
COC(=O)c1cccc(NC(=O)CSc2nc3cccnc3n2C)c1	-15%	-4%	-16%	?
COc1ccc(CCNC(=O)c2cnn3cccnc23)cc1OC	5%	5%	-6%	0.7%
COc1cccc(C2=NOC(C(=O)N3CCN(c4ccccc4)CC3)C2)c1OC (stereo not drawn)	-9%	-2%	-8%	-1.5%
Cc1ccc(C)c(N2CCN(CCCNC(=O)Nc3cc(Cl)ccc3C)CC2)c1	6%	3%	-10%[10.9 µM]	-1.2%
CCOC(=O)c1cc(-c2ccccc2)n(-c2cccc(C(=O)Nc3cccc(C)c3)c2)c1C	30%[activator]	14%	-22%[10.9 µM]	-1.3%
Cc1cccc(OC(C)C(=O)N2CCC(c3nc4ccccc4o3)CC2)c1C (stereo not drawn)	2%	-10%	-5%[10.9 µM]	?
O=C(NCc1ccccn1)C(F)(F)C(F)(F)C(=O)NCc1ccccn1	13%	6%	-10%	0.6%
CCN(CC)C(=O)c1sc2c(c1C)c(=O)n(Cc1ccccc1)c(=O)n2Cc1ccc(Cl)cc1	-6%	16%	-14%[10.9 µM]	?
CCOc1ccc(-c2nc(-c3ccncc3)no2)cc1OCC	4%	10%	-5%	-8.1%
CCc1ccc(N2CC(C)Cn3c2nc2c3c(=O)n(CCN3CCOCC3)c(=O)n2C)cc1 (stereo not drawn)	-16%	6%	0%	0.7%
COc1ccc(NC(=O)c2oc3ccccc3c2NC(=O)C2CCCCC2)c(OC)c1	-2%	5%	-10%[10.9 µM]	?
O=C(Oc1ccccc1)N1CCC2(CC1)CCN(c1ncccn1)CC2	-1%	-3%	·	-1.6%[11.4 µM]
COc1ccc2c3c(ccc2c1)N[C@H](C(=O)O)CC3	?	?	-9%[10.9 µM]	-2.3%[11.4 µM]
C[C@]12CCC(=O)C=C1CC[C@@H]1[C@@H]2C(=O)C[C@@]2(C)[C@H]1CC[C@]2(O)C(=O)CO	20%	30%[activator]	-10%	·
Cc1ccc(S(=O)(=O)C2(C(=O)N3CCCCC3C)CC2)cc1 (stereo not drawn)	1%	-8%	-9%	0.4%
CCOc1ccc(NC(=O)c2nnn(CC(=O)Nc3ccccc3OCC)c2N)cc1	-18%	-12%	-3%	-0.7%
COc1cc(N(C)C)c(NC(C)=O)cc1C(=O)O	10%	5%	5%	-0.7%
CCOc1ccc(NS(=O)(=O)c2c(C)nc3sc(C)c(C)n3c2=O)cc1	-16%	-9%	-21%[10.9 µM]	-1.1%
Cc1nc(C)c(C(=O)C2=C(O)C(=O)N(CCN(C)C)C2c2ccccc2)s1 (stereo not drawn)	1%	0%	9%	0.7%
COc1ccc(S(=O)(=O)N[C@H](C(=O)O)C(C)C)cc1	7%	2%	-7%	1.0%
CCOc1cccc2cc(-c3nc4sc5c(c4c(=O)[nH]3)CCC(C)C5)c(=O)oc12 (stereo not drawn)	29%	5%	?	0.9%
CCOC(=O)CSC1=Nc2ccccc2C2=NC(CCC(=O)NCc3ccc(OC)cc3)C(=O)N12 (stereo not drawn)	-13%	8%	9%[10.9 µM]	-3.4%
Cc1ccc(S(=O)(=O)c2nc(-c3cccs3)oc2N2CCC(C)CC2)cc1	-1%	25%	-13%[10.9 µM]	?
COc1ccc(C(=O)Nc2nnc(S(=O)(=O)N3CCCc4ccccc43)s2)cc1	-17%	-6%	-9%[10.9 µM]	?
N#Cc1nc(COc2ccc(F)cc2)oc1N1CCC(Cc2ccccc2)CC1	4%	1%	-27%	3.2%
CCc1ccc(-n2nc(C)c3c(C)cc(=O)n(CC(=O)Nc4cc(C)ccc4C)c32)cc1	11%	-3%	-4%[10.9 µM]	-2.5%
Fc1ccc(-c2nn(-c3ccc(Cl)cc3)c3c2cnc2ccc(F)cc23)cc1	-17%	-4%	-3%[10.9 µM]	-0.2%
CCOc1ccc(CC(=O)NCCc2sc(-c3cccc(F)c3)nc2C)cc1	-3%	1%	-8%[10.9 µM]	?
CC1CCC(N2CC(=O)N(C3CCCCC3)C(c3ccc(F)cc3)C2=O)CC1 (stereo not drawn)	-20%	-9%	-8%[10.9 µM]	?
O=C(CS(=O)(=O)Cc1ccccc1)Nc1ccccn1	22%	0%	1%	0.3%
CCNc1nc(NC(C)C)nc(Oc2ccc(OCc3ccccc3)nn2)n1	17%	7%	·	·
O=C(Nc1c2c(nn1-c1ccc(Cl)cc1)CS(=O)(=O)C2)c1cccc(Cl)c1	-6%	-5%	-12%[10.9 µM]	?
COc1ccc(-c2nc(S(=O)(=O)c3ccc(Cl)cc3)c(NCc3ccccc3)o2)cc1	17%	10%	5%[10.9 µM]	4.2%
FC(F)(F)c1ccccc1-c1nc(NCc2cccs2)c2ccccc2n1	5%	12%	-7%	1.6%[11.4 µM]
Cn1c(SCC(=O)N2CCCc3ccccc32)nc2cccnc21	2%	-4%	·	·
Cc1ccc(NC(=O)Cn2c(=O)n(CCCC(=O)NCc3ccco3)c(=O)c3ccccc32)cc1	-12%	-5%	-23%	-0.3%
COC(=O)CN1C(=O)C(O)(CC(=O)c2ccc(F)cc2)c2ccccc21 (stereo not drawn)	0%	3%	-6%[10.9 µM]	-0.5%
COc1cccc(NC(=O)c2c(C)oc3nc(C)nc(N4CCCC4)c23)c1	17%	7%	-8%[10.9 µM]	?
COc1cccc(-c2ccc3c(N)c(C(=O)c4ccc(Cl)cc4)sc3n2)c1	?	?	-8%[10.9 µM]	3.4%
CCCOc1ccc(NC(=O)CC2C(=O)N(c3ccc(C)cc3)C(=O)N2Cc2cccc(OC)c2)cc1 (stereo not drawn)	33%[activator]	-8%	-3%[10.9 µM]	?
O=C(c1cc([N+](=O)[O-])cc([N+](=O)[O-])c1)N(c1ccccn1)c1ccccn1	111%[activator]	-12%	·	·
Fc1ccc(Nc2nc3nonc3nc2Nc2cccc(C(F)(F)F)c2)cc1	13µM*	?	-25%[10.9 µM]	?
CC(C)=CCC/C(C)=C/CO/N=C1/[C@H]2O[C@@H]2[C@@H](O)[C@H]2[C@H]1CCn1c(=O)n(Cc3cc4c(cc3Cl)OCO4)c(=O)n12	-5%[9.22 µM]	0%[9.22 µM]	·	·
CN(C(=O)c1cc2nc(-c3ccco3)cc(C(F)(F)F)n2n1)c1ccc(OC(F)(F)Cl)cc1	0%	-2%	-6%[10.9 µM]	-0.8%
CC(C)(C)OC(=O)NCCc1nnc(SCc2ccccc2Cl)o1	3%	5%	-11%	3.4%
c1ccc(Oc2ccccc2)cc1	2%	0%[1.84 µM]	7%	0.0%
CC(=O)Nc1ccc(S(=O)(=O)Nc2nc3c(s2)CCCC3)cc1	5%	-8%	-13%	1.8%
CC(=O)Nc1ccc(S(=O)(=O)N(Cc2ccco2)CC2CCCO2)cc1 (stereo not drawn)	0%	-1%	-3%	3.8%
CCc1ccc(CNC(=O)CCn2nc(C)c3c(C)n(-c4ccccc4)nc3c2=O)cc1	-6%	4%	8%[10.9 µM]	?
CCC1=C2CC[C@H]3C(=O)N(c4ccccc4)C(=O)[C@H]3[C@H]2[C@@]2(C)C(=NCC3CC3)OC(=O)N2C1=O	-3%	4%	-10%	·
Cn1c(SCC(=O)N2CCCC2)nc2ccccc2c1=O	7%	13%	-3%	-0.7%
Cc1ccc(Cn2ccc(NC(=O)c3cc(CC(C)C)on3)n2)cc1	-12%	4%	-19%	11%
COc1cc(/C=C/C2=NC(=O)C(C)(C)O2)ccc1O	-3%	7%	-2%	2.0%
Cc1cc(C)c2[nH]c(=O)c(=O)[nH]c2c1	7%	-1%	-7%	1.3%
CCCCn1c(CCNC(=O)CCC)nc2ccccc21	10%	13%	-12%	3.9%
CC(CNC(=O)c1ccc2nc(CCc3ccccc3)oc2c1)c1ccccc1 (stereo not drawn)	-10%	5%	-4%[10.9 µM]	-0.9%
CC1CCN(C(=O)c2ccc3c(c2)N(Cc2ccccc2F)C(=O)c2ccccc2S3(=O)=O)CC1	-12%	10%	-8%[10.9 µM]	?

Results in Peg3 imprint, p53ts 39C kill and IkB sig inh (2 entries from above):
SMILES,Peg3 imprint,p53ts 39C kill,IkB sig inh
Cc1cc(C)c2[nH]c(=O)c(=O)[nH]c2c1,-7%,7%,1.3%
CC(C)=CCC/C(C)=C/CO/N=C1/[C@H]2O[C@@H]2[C@@H](O)[C@H]2[C@H]1CCn1c(=O)n(Cc3cc4c(cc3Cl)OCO4)c(=O)n12,·,-5%[9.22 µM],·

The list continues.
SMILES	p53ts 39C kill	p53ts 32C kill	Peg3 imprint	IkB sig inh
CCOC(=O)CC1c2cc(OCC)c(OCC)cc2CCN1C(=O)Nc1cccc(Cl)c1 (stereo not drawn)	-2%	2%	-16%[10.9 µM]	-2.8%
O=C(c1ccc(S(=O)(=O)Nc2ccccc2)cc1)N1CCOCC1	-14%	4%	-5%	0.3%
Cc1ccc(COc2ccc(-c3cc(C(F)(F)F)n4nc(C)cc4n3)cc2)cc1	13%	-15%	19%[10.9 µM]	?
CC(=O)C1=C(C)NC(C)=C(C(C)=O)C1c1ccc(-c2ccccc2Cl)o1	16%	14%	-11%	7.4%
COc1cc(NC(=O)c2nn(-c3ccc(C)cc3)c(=O)c3c2c2ccccc2n3C)cc(OC)c1OC	30%	-3%	-2%[10.9 µM]	-2.4%
CCCn1nnnc1NCc1ccccc1OCc1ccc(F)cc1	6%	5%	-16%	-2.8%
CCOC(=O)c1ccc(NC(=O)c2c(C)nn(-c3ccc(F)cc3)c2-n2cccc2)cc1	-12%	0%	-6%[10.9 µM]	-0.7%
Cc1ccc2c(c1)C(c1ccccc1)N(C(=O)Cc1ccc(F)cc1)CC(=O)N2 (stereo not drawn)	-8%	12%	-12%[10.9 µM]	-1.6%
COc1cccc(C(=O)NCCC2=CCCCC2)c1OC	-1%	4%	-16%	0.7%
CCc1ccccc1NC(=O)CSc1ncc2c(n1)-c1ccccc1N(C)S2(=O)=O	-20%	-5%	-12%[10.9 µM]	?
CCc1ccc(NC(=O)N2CCN(Cc3nc4ccc(C)cc4o3)CC2)cc1	-13%	-1%	-11%[10.9 µM]	?
Cc1cccc(NC(=O)Nc2ccc(C#N)cc2)n1	-17%	-11%	-31%[inhibitor]	?
CCC(Sc1ncccc1C(=O)OCCN1CCCC1=O)C(=O)NCc1ccco1 (stereo not drawn)	2%	0%	6%	1.4%
O=C1N(c2ccccc2)C2CS(=O)(=O)CC2N1c1ccc(Cl)c(Cl)c1 (stereo not drawn)	-15%	2%	·	·
Cc1n[nH]c(C)c1S(=O)(=O)N1CCCC(C(=O)NC2CCCCC2)C1 (stereo not drawn)	5%	0%	-10%	1.0%
c1ccc(NCCCNc2ccccc2)cc1	-1%	11%	3%	0.5%
COc1cccc(NC(=O)CCc2nc3c(C)nn(-c4ccc(C)cc4)c3n(C)c2=O)c1	8%	1%	0%[10.9 µM]	1.0%
COc1ccc(C(=O)Nc2c(N)nc(SCC(=O)N3CCC(C)CC3)[nH]c2=O)cc1OC	10%	-3%	-12%	-0.9%
Cn1cc(CNC(=O)Nc2ccc3c(c2)OCO3)cn1	-7%	-6%	-17%	0.0%

Filtered by structure: the entries above containing an aryl thioether with sulfur outside any ring (7)
SMILES	p53ts 39C kill	p53ts 32C kill	Peg3 imprint	IkB sig inh
COC(=O)c1cccc(NC(=O)CSc2nc3cccnc3n2C)c1	-15%	-4%	-16%	?
Cn1c(SCC(=O)N2CCCc3ccccc32)nc2cccnc21	2%	-4%	·	·
CC(C)(C)OC(=O)NCCc1nnc(SCc2ccccc2Cl)o1	3%	5%	-11%	3.4%
Cn1c(SCC(=O)N2CCCC2)nc2ccccc2c1=O	7%	13%	-3%	-0.7%
CCc1ccccc1NC(=O)CSc1ncc2c(n1)-c1ccccc1N(C)S2(=O)=O	-20%	-5%	-12%[10.9 µM]	?
CCC(Sc1ncccc1C(=O)OCCN1CCCC1=O)C(=O)NCc1ccco1 (stereo not drawn)	2%	0%	6%	1.4%
COc1ccc(C(=O)Nc2c(N)nc(SCC(=O)N3CCC(C)CC3)[nH]c2=O)cc1OC	10%	-3%	-12%	-0.9%
